From PubChem BioAssay
GLP1R cytotox – qHTS of GLP-1 Receptor Inverse Agonists: Cytotox Screen; HEK293 cAMP-luciferase reporter cells, luminescence, 24 h; Potency, µM (doses to about 38.3 µM), without a hit: top-dose activity change, negative = inhibition, usual class: inhibitors; actives 0.13% (n = 410,000); AID 624418, 2012;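 also: loss of luciferase light is scored as toxicity; potency is read from the fitted curve at half-maximal effect; % is scaled to controls: 0 for no effect and ±100 for the full control effect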
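Cells in DMEM/10% Nu serum/1% pen-strep, 1536-well format. Pre-incubated 12 h, dosed with 23 nL compound, incubated a further 24 h. Luciferase detection, 12 min at room temp, luminescence.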
PTHR1 ag – qHTS for PTHR1 Agonists: Primary Screen; actives 0.075% (n = 410,000); AID 743266, 2014; Parathyroid hormone/parathyroid hormone-related peptide receptor (Homo sapiens), Q03431; Potency, µM (highest dose often 115 µM), inactives show at the highest dose activation, most hits filed as activators; HEK293 GP2 PTHR1 cells, GloSensor cAMP luminescence, 1 h; also: potency is read from the fitted curve at half-maximal effect; nearly all actives have a fitted effect of over 55% in size; some results filed as inactive show a strong effect at the top dose; inactives centre near -15; many of its hits are not listed in these tables
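HEK-293-derived GP2 cells expressing PTHR1 and a GloSensor cAMP reporter, 3,000/well, plated overnight, given luciferin plus IBMX (each 0.5 mM as added) for 1 h at 37 °C, then compound for 1 h at 37 °C. Luminescence was read after 15 min at room temperature.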
EPAC1 ag – qHTS for Agonist of cAMP-regulated guanine nucleotide exchange factor 3 (EPAC1): primary screen; Rap guanine nucleotide exchange factor 3 (Homo sapiens), O95398; actives 0.073% (n = 360,000); EPAC1 agonist qHTS, biochemical assay; response scale: 100% = response to 6.5 mM cAMP; AID 720707, 2013; Potency, µM (top dose mostly 154 µM), inactives show at the top dose activation, hits mostly activators; also: potency is read from the fitted curve at half-maximal effect; nearly all actives have a fitted effect of over 60% in size
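Nucleotide exchange assay: 100 nM EPAC1 with 250 nM Rap1B loaded with BODIPY-GDP and 50 uM GDP, room temperature. Fluorescence (480/540 nm) read every 5 min for 30 min; signal change normalized to 6.5 mM cAMP as full agonist.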
PLK1 PBD block – qHTS for Inhibitors of PLK1-PDB (polo-like kinase 1 - polo-box domain): Primary Screen. Plk1 PBD binding of FITC phosphopeptide, fluorescence polarization. actives 2.8% (n = 360,000). Potency, µM, inactives show max response, negative = inhibition, most hits filed as inhibitors. AID 720504, 2013; also: potency is read from the fitted curve at half-maximal effect; series mostly up to about 57 µM; % is scaled to controls: 0 for no effect and ±100 for the full control effect; nearly all actives have a fitted effect of over 65% in size
Target sequence (P53350 whole entry, looked up, the tested form may be a part): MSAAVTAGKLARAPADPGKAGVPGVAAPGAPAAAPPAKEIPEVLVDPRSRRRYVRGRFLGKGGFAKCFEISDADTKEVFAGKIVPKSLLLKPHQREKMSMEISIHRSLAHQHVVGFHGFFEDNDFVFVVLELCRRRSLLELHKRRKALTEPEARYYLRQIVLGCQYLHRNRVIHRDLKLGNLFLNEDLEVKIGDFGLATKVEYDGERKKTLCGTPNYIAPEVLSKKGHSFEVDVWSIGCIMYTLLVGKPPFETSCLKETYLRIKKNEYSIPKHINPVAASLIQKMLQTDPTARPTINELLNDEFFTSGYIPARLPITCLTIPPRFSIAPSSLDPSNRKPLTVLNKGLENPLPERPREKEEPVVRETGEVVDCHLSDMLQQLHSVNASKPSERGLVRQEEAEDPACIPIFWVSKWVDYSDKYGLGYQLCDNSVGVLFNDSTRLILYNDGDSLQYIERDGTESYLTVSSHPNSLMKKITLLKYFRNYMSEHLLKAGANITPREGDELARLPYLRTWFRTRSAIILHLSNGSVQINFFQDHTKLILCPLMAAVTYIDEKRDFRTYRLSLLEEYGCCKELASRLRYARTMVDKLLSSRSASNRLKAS
GLP-1R agonist – qHTS of GLP-1 Receptor Agonists; HEK293 GLP-1R CRE-luciferase, luminescence, 4-6 h; cells express a hypersensitive GLP-1R form; Potency, µM (doses to about 45.6 µM), without a hit: top-dose activation, most hits filed as activators; actives 0.007% (n = 380,000); also: potency is read from the fitted curve at half-maximal effect; % of control where 0% means no effect
EPAC1 antagonist – qHTS for Antagonist of cAMP-regulated guanine nucleotide exchange factor 3 (EPAC1): primary screen. EPAC1 GEF assay, Rap1b-BODIPY-GDP exchange fluorescence. Potency, µM (doses to about 115 µM), for inactives: at the highest dose activity change, negative = inhibition, most hits filed as inhibitors. actives 0.14% (n = 360,000);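 also: potency is read from the fitted curve at half-maximal effect; plate controls were vehicle for no effect and positive control for full effect; nearly all actives have a fitted effect of over 50% in size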
IL2 activator – qHTS of IL-2 Activators; IL-2 activation reporter assay, cell-based qHTS; stimulated with anti-CD3/CD4/CD28 beads; in transgenic mouse T cells; activation, % (series mostly up to about 46 µM); actives 0.065% (n = 360,000); AID 652025, 2013; in the data active = activation above about 50%; inconclusive = mostly about 30% to 49%; also: 0% is about no effect
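Unstimulated transgenic mouse T cells preincubated 60 min with compound, then stimulated with anti-CD3/anti-CD4-coated beads plus anti-CD28 for 18 h at 37 degrees C. IL-2 response read as EGFP and DsRed fluorescence by plate cytometry.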
GLP1R inv ag – qHTS of GLP-1 Receptor Inverse Agonists (Inhibition Mode). HEK293 GLP-1R CRE-luciferase, luminescence, 24 h; GLP-1R form is constitutively active. Potency, µM (top dose mostly 38.3 µM), for inactives: at the highest dose activity change, negative = inhibition, actives largely listed as inhibitors. Glucagon-like peptide 1 receptor (Homo sapiens), P43220. actives 1.6% (n = 410,000). AID 624417, 2012; also: potency is read from the fitted curve at half-maximal effect; % is scaled to controls: 0 for no effect and ±100 for the full control effect; nearly all actives have a fitted effect of over 55% in size
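Seeding at 200 cells/uL, 12 h culture, 24 hr compound treatment, then luciferase reagent and a luminescence read; cells are HEK293 stably expressing a constitutively active GLP-1R plus cAMP-responsive luciferase.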
PI5P4Ka inh – qHTS for Inhibitors of phosphatidylinositol 5-phosphate 4-kinase (PI5P4K) | Phosphatidylinositol 5-phosphate 4-kinase type-2 alpha (Homo sapiens), P48426 | PI5P4Kalpha enzyme, ADP-Glo luminescence, 60 min; stronger effect = lower value | max response, % | actives 1.2% (n = 330,000) | AID 652105, 2013; active = max response of -50% or lower; inconclusive = between -30% and -50%; inactive = -30% or higher; also: value at the top dose of about 77 µM; % is scaled to controls: 0 for no effect and ±100 for the full control effect
Target sequence (P48426 whole entry, looked up): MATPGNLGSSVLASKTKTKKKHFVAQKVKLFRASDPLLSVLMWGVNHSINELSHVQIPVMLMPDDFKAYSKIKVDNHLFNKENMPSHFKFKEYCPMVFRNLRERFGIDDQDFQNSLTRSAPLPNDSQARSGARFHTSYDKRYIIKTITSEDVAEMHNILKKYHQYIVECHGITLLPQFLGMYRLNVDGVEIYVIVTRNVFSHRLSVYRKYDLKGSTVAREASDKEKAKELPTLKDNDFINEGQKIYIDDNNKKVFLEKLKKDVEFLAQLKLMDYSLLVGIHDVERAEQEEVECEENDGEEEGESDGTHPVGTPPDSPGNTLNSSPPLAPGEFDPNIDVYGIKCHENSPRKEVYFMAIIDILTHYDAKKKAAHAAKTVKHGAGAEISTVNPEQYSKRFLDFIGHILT
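ADP-Glo luminescence end-point read after a 60 min room-temperature kinase reaction of PI5P4Kalpha plus substrate, initiated with ATP at 5 microM final. Buffer: 0.038 M HEPES pH 7.4, EGTA, 0.1% CHAPS, 5% DMSO.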
The depositor's hits bear a star; i = inactive; u = inconclusive; x = no result given; [ ] = remark or other dose. Unless noted, calls follow the shape of the dose curve; as a rule, active = well fitted curve in the direction sought with a large enough effect; inconclusive = small, poorly fitted or top-dose-only effect, or another doubt; inactive = no such curve, though single readings can be large; an effect the other way counts as inactive or inconclusive. An excerpt (hit frequency here may not be typical).

Results follow in this order: GLP1R cytotox	PTHR1 ag	EPAC1 ag	PLK1 PBD block	GLP-1R agonist	EPAC1 antagonist	IL2 activator	GLP1R inv ag	PI5P4Ka inh
CC(=O)c1c(C)c[nH]c1C
 : 12%	i	5%	3.4µM*	1%	4%	-2.1	5%	u
O=C(COc1ccc(S(=O)(=O)N2CCCC2)cc1Cl)NC1CCCC1
 : -7%	-6%[57.5 µM]	-5%	-6%	-11%	17%	-1.1	0%	x
C[C@H](CO)N1C[C@H](C)[C@@H](CN(C)C(=O)Nc2ccc(C(F)(F)F)cc2)Oc2c(NC(=O)Nc3ccc(C(F)(F)F)cc3)cccc2C1=O
 : u	-20%	-39%[inhibitor]	6%	-11%	-29%	-0.8	11µM*	3
CCOC(=O)[C@H]1[C@H]2COc3ccc(OC)cc3[C@@H]2N2C(=O)CN(Cc3ccccc3)C(=O)[C@@]12C
 : 10%	-12%	-17%	-2%	-5%	4%	-3.0	9%	3
COc1cccc(/C=C/C(=O)OCC(=O)Nc2ccc3c(c2)OCO3)c1
 : -11%	i	17%	-4%	-3%	14%	0.1	-7%	-5
S=c1nc(-c2ccccc2Br)[nH][nH]1
 : 12%	-23%	-1%	u	1%	-5%	-1.7	14%	x
COc1ccccc1NS(=O)(=O)c1ccc2oc(SC(C)C(=O)N3CCNC3=O)nc2c1 (stereo not given)
 : -4%	-94%[inhibitor]	3%	-10%	-1%	-16%	-0.7	-33%	0
CN(CC(=O)Nc1c(Cl)cccc1Cl)CC(=O)N1CCc2ccccc21
 : -1%	-7%	2%	-4%	-5%	-6%	-2.7	-14%	0
Cc1ccc(CN(C)c2ccc(S(=O)(=O)N3CCCC3)cn2)cc1
 : 3%	-21%	-12%	u	15%	-6%	0.9	u	3
O=C(Nc1ccccc1Br)C1CCN(C(=O)Cc2ccccc2)CC1
 : -8%	i	-4%	-3%	1%	4%	0.2	-11%	1

Profiles, quoted from the list:
COc1ccccc1NS(=O)(=O)c1ccc2oc(SC(C)C(=O)N3CCNC3=O)nc2c1 (stereo not given) is listed as GLP1R cytotox: -4%; PTHR1 ag: -94%[inhibitor]; EPAC1 ag: 3%; PLK1 PBD block: -10%; GLP-1R agonist: -1%; EPAC1 antagonist: -16%; IL2 activator: -0.7; GLP1R inv ag: -33%; PI5P4Ka inh: 0
CCOC(=O)[C@H]1[C@H]2COc3ccc(OC)cc3[C@@H]2N2C(=O)CN(Cc3ccccc3)C(=O)[C@@]12C is listed as GLP1R cytotox: 10%; PTHR1 ag: -12%; EPAC1 ag: -17%; PLK1 PBD block: -2%; GLP-1R agonist: -5%; EPAC1 antagonist: 4%; IL2 activator: -3.0; GLP1R inv ag: 9%; PI5P4Ka inh: 3

New compounds follow
Results follow in this order: GLP1R cytotox	PTHR1 ag	EPAC1 ag	PLK1 PBD block	GLP-1R agonist	EPAC1 antagonist	IL2 activator	GLP1R inv ag	PI5P4Ka inh
Cc1cccc(N2CCN(C(=O)c3cccc(N4CCCC4=O)c3)C(C)C2)c1 (stereo not given)
 : -26%	-30%[inhibitor]	-3%	0%	-1%	-16%	0.2	u	6
COc1cccc(CNS(=O)(=O)c2ccc(N3CCCC3=O)cc2)c1
 : 2%	-71%[inhibitor]	1%	-2%	-2%	-7%	-3.3	-15%	3
COCCN1CCN(C(=O)c2cc(COc3ccc(F)cc3F)on2)CC1
 : 8%	18%	-4%	-12%	1%	-5%	0.2	-13%	-2
COC(=O)c1sccc1-n1cccc1C(=O)C(=O)N1CCOCC1
 : -8%	i	-6%	6%	-2%	13%	-1.0	-1%	-2
Cc1ccc(/C=C/S(=O)(=O)NCCC(=O)NCc2ccc(F)cc2)cc1
 : -13%	-10%	0%	1%	-1%	-6%	0.3	-6%	0
COc1ccc(NC(=O)NNC(=O)CCC(=O)Nc2ccccc2Cl)cc1
 : -11%	i	10%	-11%	5%	-23%	-0.1	-1%	-2
Nc1nc(SCC(=O)NCCCO)nc2sc3c(c12)CCC3
 : 1%	10%[57.5 µM]	8%	-5%	9%	-1%	1.2	u	x
CC1CN(c2nc(-c3ccccc3)nnc2-c2ccccc2)CC(C)O1 (stereo not given)
 : 1%	i	8%	-1%	11%	2%	-0.5	u	8
COc1cc(OC)cc(C(=O)N[C@H](C(=O)NCc2ccc(F)cc2)C(C)C)c1
 : -1%	-20%	6%	-3%	12%	-6%	0.8	u	-2
COc1ccc(C(CNC(=O)c2ccc(NS(=O)(=O)c3ccccc3)cc2)N2CCOCC2)cc1 (stereo not given)
 : -4%	-12%	6%	-9%	-4%	-14%	1.9	10%	-5
COc1ccc(/C=N/NC(=O)Cn2ccnc2C)cc1OC
 : -5%	-9%	8%	-3%	8%	2%	1.3	44%[activator]	-2
CC(=O)Nc1cc(C(=O)N2CCCC2)ccc1S(=O)(=O)c1ccc(Cl)cc1
 : -15%	i	-4%	-2%	-10%	-2%	-2.4	-4%	x
COC(=O)c1cc(NC(=O)c2cc(C)oc2C)cc(C(=O)OC)c1
 : -16%	i	2%	u	-3%	-14%	-2.2	-15%	1
C=CCN=c1sc(C(=O)OC)cc(=O)n1CC=C
 : 8%	i	2%	30µM*	15%	2%	-1.2	0%	x
Cc1cc(NC(=O)c2ccc(F)cc2)n(-c2ccccc2)n1
 : 1%	25%	7%	-16%	3%	-5%	-1.7	14%	-2
COc1ccc(NC(=O)COC(=O)CC2Sc3ccccc3NC2=O)cc1 (stereo not given)
 : 12%	-20%	9%	-5%	-4%	-10%	-0.3	1%	-11
CCc1nc2c(OCc3cccc(OC)c3)cccn2c1N(C)C(=O)C(C)C
 : -1%	-23%	-11%	-12%	-3%	8%	0.4	-25%	1
O=C(/C=C/c1cccc(F)c1)NCc1ccc2c(c1)OCO2
 : -3%	-18%	-1%	1%	14%	-8%	0.9	-30%	-5
N#C/C(=C\c1cn(Cc2ccc(C#N)cc2)c2ccccc12)C(=O)NCc1cccs1
 : 25%	i	0%	22%	-11%	9%	1.5	5%	1
N#Cc1nc(-c2ccco2)oc1NCCCn1ccnc1
 : 2%	-10%[57.5 µM]	14%	-7%	-6%	u	0.0	15%	3
COc1cccc(C(C(=O)NCc2ccccc2)N2CCN(CCN3CCOCC3)CC2)c1OC (stereo not given)
 : 12%	-10%	13%	-14%	x	-6%	0.0	10%	-3
Cc1nn(Cc2ccc(Cl)c(Cl)c2)c(C)c1NC(=O)c1cn(-c2ccccc2)nc1-c1ccccc1
 : -18%	-5%[57.5 µM]	-1%	-2%	-1%	1%	1.0	10µM*	0
CC(C)(C)NC(=O)C(c1ccccn1)N(C(=O)c1csnn1)C1CCCCC1 (stereo not given)
 : -4%	-10%	1%	-21%	0%	-1%	-0.7	5%	2
CCc1nc2ccc(C(=O)NC3CCN(Cc4ccccc4)CC3)cn2c1N(C)Cc1cccs1
 : -20%	-6%	0%	-15%	-4%	-13%	-0.5	u	0
CCCn1c(C)cc(C(=O)COC(=O)c2cc(S(=O)(=O)NCC(C)C)c(Cl)cc2Cl)c1C
 : -13%	-30%	-6%	3%	-10%	2%	-4.1	u	1
CC(C)(C)NC(=O)c1cccc(NC(=O)CSc2ccc(Cl)cc2)c1
 : -5%	-19%	-4%	-14%	7%	-24%	0.2	u	-6
Cc1ccccc1NC(=O)CSc1nc(COc2ccccc2)nc2ccccc12
 : -12%	i	8%	-10%	4%	5%	0.4	u	x
CC(=O)N1CCCN(Cc2cn(-c3cccc(C)c3)nc2-c2cccc(F)c2)CC1
 : -17%	-36%[inhibitor]	5%	-10%	-4%	-7%	-0.6	u	9
CCc1nnc(SCC(=O)Nc2ccc(N3CCOCC3)cc2)o1
 : -3%	-14%[57.5 µM]	0%	2%	-13%	0%	0.5	8%	0
CN(C(=O)c1ccccc1C(=O)c1ccccc1)C1CCS(=O)(=O)C1 (stereo not given)
 : 8%	i	9%	-8%	-8%	11%	-2.9	0%	x
Cc1ccc(/C=N/NC(=O)c2ccco2)cc1
 : 1%	-4%	-1%	7%	-4%	11%	-2.2	-9%	4
CC(=O)Oc1cccc(N2C(=O)C3C4C=CC(CC4)C3C2=O)c1 (stereo not given)
 : -4%	i	3%	-7%	13%	8%	1.8	14%	4
CC1CCCC(C)N1C(=O)CSc1nnc(-c2ccco2)n1C (stereo not given)
 : 2%	i	5%	-3%	-3%	8%	0.3	4%	6
CCCn1nnnc1NCc1ccccc1Cl
 : 7%	i	-11%	-1%	-1%	-19%	0.3	-3%	-10
Cc1ccc(Cn2c(SC3CCOC3=O)nc3ccccc3c2=O)cc1 (stereo not given)
 : 3%	-1%	-1%	1%	4%	-8%	0.0	5%	-5
Cc1cscc(C)c1=S
 : 2%	i	11%	-13%	-1%	9%	3.9	4%	-1
Cc1c(OCC(=O)N(C)c2ccccc2)ccc2c3c(c(=O)oc12)CCC3
 : -3%	i	10%	-8%	21%	23%	-0.3	-28%	3
O=CN1CCN(S(=O)(=O)c2ccc(S(=O)(=O)NC3CCCCC3)cc2)CC1
 : 9%	i	1%	-4%	5%	-3%	-0.6	-7%	-1
CC(C)CCOc1ccc(C2(C)NC(=O)N(CN3CCOCC3)C2=O)cc1 (stereo not given)
 : -1%	-7%[57.5 µM]	-3%	2%	-2%	-12%	0.5	-2%	6
